High-throughput results deposited in PubChem BioAssay by National Center for Advancing Translational Sciences (NCATS).
TrxR1 substrate = substrates of rat thioredoxin reductase 1 | O89049 | purified TrxR1 substrate turnover, NADPH consumption readout | Potency, µM (highest dose often 114 µM), inactives show top-dose activity change, negative = substrate turnover | 390,000 tested, 0.01% active | AID 588456; further: potency means the concentration at half of the fitted maximal effect; on the % scale 0 is the no-effect control and ±100 the full control effect; nearly all actives have a fitted effect of over 50% in size
Target sequence (O89049 whole entry, looked up): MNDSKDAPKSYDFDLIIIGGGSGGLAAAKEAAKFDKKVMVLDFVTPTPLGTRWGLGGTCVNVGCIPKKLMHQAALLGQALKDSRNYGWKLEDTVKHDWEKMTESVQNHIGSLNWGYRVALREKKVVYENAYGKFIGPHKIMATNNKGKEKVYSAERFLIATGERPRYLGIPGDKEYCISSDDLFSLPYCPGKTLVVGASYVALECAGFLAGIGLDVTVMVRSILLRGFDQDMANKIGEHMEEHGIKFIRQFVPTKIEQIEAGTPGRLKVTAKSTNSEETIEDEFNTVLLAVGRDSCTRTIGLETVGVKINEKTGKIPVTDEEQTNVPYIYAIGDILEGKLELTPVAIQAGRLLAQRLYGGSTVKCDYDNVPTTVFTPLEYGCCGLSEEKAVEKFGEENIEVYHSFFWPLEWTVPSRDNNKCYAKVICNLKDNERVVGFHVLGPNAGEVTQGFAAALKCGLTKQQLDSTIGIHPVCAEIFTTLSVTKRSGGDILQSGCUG
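Rat TrxR1, dispensed at 90 nM, was prereduced with 400 uM NADPH (final) for 5 min at ~22 deg C, then incubated with compound 15 min before 400 uM selenite. A first-read NADPH fluorescence drop versus no-compound background flagged substrates.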
rTrxR1 inhibitor = blocks rat thioredoxin reductase 1; O89049; recombinant rTrxR1, NADPH fluorescence consumption, selenite substrate; Potency, µM (top dose mostly 114 µM), inactives show top-dose activity change, negative = inhibition, most hits filed as inhibitors; 390,000 tested, 1% active; AID 588453; further: potency means the concentration at half of the fitted maximal effect; on the % scale 0 is the no-effect control and ±100 the full control effect; nearly all actives have a fitted effect of over 65% in size
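Rat TrxR1 (90 nM in the dispensed reagent) was pre-reduced with 400 uM NADPH for 5 min at room temperature, then incubated with compound for 15 min. After 400 uM selenite was added, NADPH fluorescence (Ex 340/Em 450 nm) was followed for 8 min.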
mIDH1 inhibitor = inhibitors of human mutant IDH1 R132H; 390,000 tested, 0.093% active; IDH1-R132H enzyme, NADPH consumption, diaphorase/resazurin fluorescence; Potency, µM (titrated, usually from 76.6 µM), without a hit: at the top dose activity change, negative = inhibition, hits mostly inhibitors; further: potency means the concentration at half of the fitted maximal effect; on the % scale 0 is the no-effect control and ±100 the full control effect; nearly all actives have a fitted effect of over 65% in size
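IDH1-R132H (0.5 ug/mL) preincubated 30 min with compound, then NADPH (0.016 mM) and alpha-KG (2 mM) added; 80 min at RT, pH 7.5. Remaining NADPH coupled via diaphorase/resazurin to fluorescence (540/590 nm); concentration-response curves normalized to no-enzyme control.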
TRHR PAM = TRH receptor (human) allosteric enhancement; TRHR cells, fluo-8 calcium fluorescence, EC20 TRH enhancement; P34981; enhancement, % at 2 µM; 360,000 tested, 0.66% active; in the data active means enhancement above about 30%; further: 0% is about no effect
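Enhancer read-out: after compound pinning and an initial kinetic agonist-mode read, an EC20 of TRH (10 nM final) was injected and fluo-8 calcium signal (Ex 480/Em 530) followed at 1 s/cycle for 100 cycles in TRHR-expressing cells.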
USP1-UAF1 inh = inhibitors of human USP1/UAF1 deubiquitinase; O94782; recombinant USP1/UAF1, Ub-Rhodamine cleavage fluorescence; Potency, µM (titrated, usually from 57.1 µM), inactives show at the top dose activity change, negative = inhibition, actives largely listed as inhibitors; 390,000 tested, 0.23% active; AID 743255; further: potency means the concentration at half of the fitted maximal effect; on the % scale 0 is the no-effect control and ±100 the full control effect; nearly all actives have a fitted effect of over 60% in size; inactives centre near -12
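Step one: compound is pinned into 1nM USP1/UAF1 in HEPES pH 7.8 buffer with TCEP. Step two: 15 min room-temperature incubation. Step three: Ub-Rho (150nM final) starts cleavage, tracked by fluorescence over six one-minute reads.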
TRHR ag = agonists of human TRH receptor | P34981 | TRHR cells, calcium flux fluo-8, FDSS agonist mode | activation, % at 2 µM | 360,000 tested, 0.18% active; in the data active means activation above about 30%; further: 0% is about no effect
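Steps: seed TRHR cells overnight; add fluo-8 no-wash Ca dye, RT 30 min–1.5 h; record 10 s baseline; pin-transfer compounds; monitor fluorescence 1 cycle/s for the agonist window. Calcium increases flag candidate agonists.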
D2 antag = D2 dopamine receptor (human) antagonism; P14416; HEK293 TREx D2 cells, calcium flux, dopamine EC80; inhibition, % at 10 µM; 340,000 tested, 2% active; in the data active means inhibition above about 30%; further: 0% is about no effect
Target sequence (P14416 whole entry, looked up): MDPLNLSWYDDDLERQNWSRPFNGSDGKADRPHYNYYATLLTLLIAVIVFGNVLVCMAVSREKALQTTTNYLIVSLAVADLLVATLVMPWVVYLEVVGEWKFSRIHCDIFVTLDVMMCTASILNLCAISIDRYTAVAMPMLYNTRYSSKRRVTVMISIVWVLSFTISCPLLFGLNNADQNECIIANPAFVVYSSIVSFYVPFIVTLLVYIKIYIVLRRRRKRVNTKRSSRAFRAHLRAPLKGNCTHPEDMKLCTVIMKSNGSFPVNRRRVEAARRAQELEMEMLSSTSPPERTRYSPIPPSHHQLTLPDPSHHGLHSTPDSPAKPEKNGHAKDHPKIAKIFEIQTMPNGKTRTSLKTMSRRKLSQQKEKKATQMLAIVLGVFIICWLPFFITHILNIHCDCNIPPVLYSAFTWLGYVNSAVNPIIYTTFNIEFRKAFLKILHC
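Measurement of antagonist activity uses fluorescent calcium dye in inducible HEK293 T-REx D2 cells: 10 s baseline, compound addition with 180 s read, EC80 dopamine addition with a further 180 s read.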
Pin1 inhibitor = blocks the human prolyl isomerase Pin1; Potency, µM (series often up to 115 µM), inactives show top-dose activity, negative = inhibition, hits mostly inhibitors; Q13526; Pin1 FP peptide displacement, HiFluor488, 10 min; 390,000 tested, 0.009% active; active means well fitted inhibition curve with a large enough effect in the polarisation, with a control signal flat, not every such curve was filed as active; inconclusive means small, poorly fitted or top-dose-only effect, or effect the other way, or a change in a side signal; inactive means no such curve, though single readings can be large or run the other way; the % refers to the polarisation; further: potency means the concentration at half of the fitted maximal effect; on the % scale 0 is the no-effect control and ±100 the full control effect
D2 agonist = activates the human D2 dopamine receptor; P14416; HEK293 T-REx D2 cells, calcium flux agonist mode; activation, % at 2 µM; 340,000 tested, 0.53% active;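 active means activation over 3 SD above normal in the single-dose calcium agonist read, cut at about 30% in these data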; further: 0% is about no effect
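Tetracycline-induced HEK293 T-REx cells with force-coupled D2 receptor, plated overnight at 30 C, loaded with no-wash calcium dye. After a 10 s baseline, compound was pin-added and calcium flux read kinetically for 180 s; calcium rises flagged agonists.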
An asterisk follows results filed as active; ? = inconclusive; . = no result given; & = joins results of further samples; [ ] = dose if it differs, or a comment. Unless noted, the call rests on the fitted dose curve; in most records, active means well fitted inhibition curve with a large enough effect; inconclusive means small, poorly fitted or top-dose-only effect; inactive means no such curve, though single readings can be large or run the other way. Not all compounds are listed. The share of hits here may be higher or lower than overall.

SMILES	TrxR1 substrate	rTrxR1 inhibitor	mIDH1 inhibitor	TRHR PAM	USP1-UAF1 inh	TRHR ag	D2 antag	Pin1 inhibitor	D2 agonist
CCOc1cc(NC(=O)c2ccccn2)c(OCC)cc1NC(=O)c1cccc(C)c1	1.5%	15.4%	-9.2%	9.9	-6.1%	-0.2	.	-2.6%	.
FC(F)(F)c1ccc(-c2noc(CN3CCCN(C4CCCCC4)CC3)n2)cc1	-2.2%	-14.9%	-5.1%	-4.3	-12.5%	0.7	-4.4	5.7%	-1.9
Cc1cc(C)c(-c2n[nH]c3c2C(c2ccccc2F)N(CCO)C3=O)c(O)c1 (configuration not stated)	1.3%	2.9%	21.0%	13.5	-3.7%	-0.6	.	-1.9%	0.1
O=C(CSc1nc2ccccc2[nH]1)Nc1ccc2[nH]c(=O)[nH]c2c1	0.1%	-3.3%	4.7%	5.9	-15.5%	0.2	5.5	2.9%	0.8
COc1ccc2[nH]c(C(=O)NCCc3ccccc3)cc2c1	19.3%[57.1 µM]	14.0%[57.1 µM]	1.8%	-1.9	-2.3%	0.3	15.8	7.3%	0.0
CCOC(=O)c1ccc(-n2c(C)nc3c(cnn3-c3ccccc3C)c2=O)cc1	0.0%	15.9%	-2.2%	2.8	-16.1%	-0.1	-20.9	?	1.0
Cc1cc(NC(=O)COC(=O)CCNS(=O)(=O)c2cccc(C(F)(F)F)c2)no1	10.2%[57.1 µM]	19.3%[57.1 µM]	-1.8%	1.7	-26.0%	0.1	-13.6	-4.9%	-0.6
COc1ccc(-c2cc(-c3ccccc3)nc(=O)[nH]2)cc1	288.9%[activator]	50.2%[activator]	-5.6%	-7.5	-2.7%	0.6	-20.7	-2.7%	0.2
CC(C(=O)N1CCCC1)N1CCN(S(=O)(=O)c2ccccc2)CC1 (configuration not stated)	-0.1%	11.9%	-9.8%	.	-14.0%	.	.	3.4%	.
Cc1nnc(C)n1/N=C/c1ccc(-c2ccccc2)cc1	-9.0%[57.1 µM]	-3.2%	6.4%	3.5	-24.0%	0.0	-7.0	6.1%	0.2
O=C(COc1ccc(Cl)cc1)NCCNC(=O)c1ccccn1	-4.4%	2.3%	-5.4%	11.1	-12.0%	0.2	0.8	-1.9%	-2.7
COc1ccc(OCC(=O)NNc2c3ccccc3nc3ccccc23)cc1	-1.1%	2.8%	-1.0%	-6.6	-17.6%	-0.9	.	?	.
Cc1ccc(-c2nnc3ccccc3c2C(=O)Nc2ccc(C)c(F)c2)cc1	-6.9%[57.1 µM]	-3.6%[57.1 µM]	-13.2%	6.9	-27.7%	0.2	.	-1.3%	-0.5
O=C(NC1CCN(Cc2ccccc2)CC1)c1ccc(CS(=O)c2ccc(F)cc2)o1 (configuration not stated)	1.3%	7.6%	-7.8%	5.2	-19.4%	1.0	15.4	-3.1%	1.0
CCOc1ccc(NC2=NCC(=O)N2Cc2cccs2)cc1	8.3%	14.2%	8.3%	6.4	-6.2%	-0.5	3.3	2.3%	-1.4
COC(=O)[C@]1(Cc2ccccc2)N[C@H](CN(C)S(=O)(=O)c2ccc(C(C)(C)C)cc2)[C@@H]2C(=O)N(Cc3ccccc3)C(=O)[C@@H]21	16.3%	40.6%[activator]	12.4%	.	-33.5%	.	.	22.0%	.
Cc1ccc(C(=O)Nc2ccc3c4c(cccc24)CC3)cc1[N+](=O)[O-]	-12.9%	-14.3%	3.9%	-1.1	-11.3%	-0.6	11.6	1.1%	-0.9
CC(=O)c1ccc(N2CCN(C(=O)Nc3ccc(C(C)C)cc3)CC2)cc1	-2.2%[57.1 µM]	8.7%[57.1 µM]	-1.5%	-4.6&-6.3	-17.8%&-21.2%	-0.1&0.3	4.2	0.3%&14.7%	0.5&-1.1
Cc1ccc(C(=O)COC(=O)CN2C(=O)C3C4CCC(C4)C3C2=O)cc1[N+](=O)[O-] (configuration not stated)	-9.0%	8.6%	-4.5%	-2.8	-0.7%	0.0	.	-5.7%	.
COc1ccc(NC(=O)[C@@H]2CC=C[C@@H]3CCN(C4CCCCC4)C(=O)[C@@H]32)cc1	-9.4%&6.3%	-12.3%&16.7%	1.2%[38.3 µM]	.	-15.4%	.	.	4.3%	.
Nc1ccc2nc(SCC(=O)N3CCOCC3)sc2c1	-4.8%	-4.0%	13.0%	1.8	-15.7%	0.0	15.6	6.1%	-0.1
CC(=O)N1N=C(c2ccc3ccccc3c2)OC12CCCC2	190.5%	24.2%[11.4 µM]	5.2%	4.4	-21.9%	1.0	-11.0	-2.2%	1.7
N/C(=N/O)C(c1ccccc1)c1ccccc1	-3.3%	2.5%	2.1%	1.2	-11.4%	0.7	2.1	-5.6%	0.7
Cc1csc(NC(=O)c2c(-c3ccccc3)noc2C)n1	-9.4%	16.4%[57.1 µM]	0.7%	2.6	-20.5%	-0.2	16.2	5.9%	-0.9
CC(NC(=O)c1cccc(Cn2cc([N+](=O)[O-])cn2)c1)c1ccc(C(C)(C)C)cc1 (configuration not stated)	-8.1%	3.7%	0.8%	-1.8	-15.6%	-0.3	2.4	?	0.9
CSc1ccccc1C(=O)Nc1nc2ccccc2[nH]1	6.3%[57.1 µM]	7.4%[57.1 µM]	8.4%	3.4	-5.7%	0.5	.	0.5%	.
CCOCCCn1c(SCC(=O)Nc2cc(C(C)(C)C)nn2-c2ccccc2)nc2ccccc2c1=O	3.4%[57.1 µM]	13.7%[57.1 µM]	3.1%	-6.0	-15.9%	0.4	4.4	0.0%	-0.6
Cc1ccccc1C(=O)OCc1cc(=O)n2nc(C3CC3)sc2n1	0.3%[57.1 µM]	6.7%[57.1 µM]	12.2%	8.5	-2.8%	0.3	.	2.2%	0.3
CS(=O)(=O)c1ncc(Cl)c(C(=O)Nc2c(C(=O)c3ccc(Cl)cc3)oc3ccccc23)n1	6.9%	12.3%	0.0%	10.2	-16.8%	-1.3	.	-0.5%	-1.1
Cc1ccc(CNC(=O)C2CC(c3ccc(C(F)(F)F)cc3)=NO2)o1 (configuration not stated)	2.3%[57.1 µM]	17.8%[57.1 µM]	-1.8%	-9.2	?	-0.3	11.8	-6.6%	0.0
CCCc1ccc(-c2ccc(/C=C/C(=O)O)cc2)nc1	14.3%	-5.7%	4.1%	11.1	-12.4%	-0.1	12.7	1.3%	0.5
CN(C)c1cccc(C(=O)Nc2nc3ccccc3[nH]2)c1	10.5%	12.7%	15.6%	-1.4	?	0.1	0.0	-1.0%	-0.8
Cc1ccccc1Cn1nnc2sc3c(c2c1=O)CCCC3	-6.1%	9.4%	8.1%	-4.3	?	0.4	.	27.3%	0.0
Fc1ccc(-c2nnc(-c3ccc4ccccc4c3)o2)cc1	26.6%	11.1%	-6.9%	.	-14.7%	.	.	2.1%	.
CCN(c1cccc(C)c1)c1ncnc2nc[nH]c12	-1.9%	22.0%	-10.5%	-6.2	-13.1%	-1.1	3.9	4.1%	-0.2
COC(=O)CNC(=O)C12CC3CC(C1)CC(c1ccc(C)cc1)(C3)C2	-6.6%	-8.2%	-0.2%	0.6	-25.8%	0.4	11.6	-4.9%	-0.4
CSCC[C@@H](C(=O)NCCCCCCCCCCC(=O)N1CCN(C(=O)OC(C)(C)C)CC1)n1cc(CCO)nn1	-8.3%[57.1 µM]	9.4%[57.1 µM]	5.7%	2.7	-28.7%	-0.2	-10.2	-1.7%	1.3
CCCc1nnc(NC(=O)CCC(=O)NCCc2ccc(OC)c(OC)c2)s1	-4.5%[57.1 µM]	11.2%[57.1 µM]	-0.6%	1.6	-20.4%	0.1	9.6	1.1%	0.0
COC(=O)Cc1cc(=O)[nH]c(Nc2nc3ccccc3o2)n1	11.3%[57.1 µM]	4.8%[57.1 µM]	-2.6%	-0.8	-4.0%	1.0	9.0	?	0.1
COc1ccc(S(=O)(=O)NC(CC(=O)NCC2CCCO2)c2ccco2)cc1 (configuration not stated)	5.7%[57.1 µM]	1.3%[57.1 µM]	5.3%	-1.9	-5.1%	-1.2	10.4	2.5%	0.7
COc1ccccc1CCNC(=O)C(=O)c1cn(CC(=O)N2CCCC2)c2ccccc12	-6.7%	5.1%	-0.2%	-4.8	-3.6%	-0.4	0.8	1.1%	-1.0
Cc1cccc(OCC(=O)NCC2(N3CCN(C)CC3)CCCCC2)c1C	-6.7%	2.8%	20.5%	4.2	-17.9%	-1.6	.	3.3%	-2.2
O=C(OCc1nnn(Cc2ccccc2)c1-c1c(COC(=O)c2ccccc2)nnn1Cc1ccccc1)c1ccccc1	6.3%	6.2%	-5.3%[38.3 µM]	-4.4	-21.1%	2.8	-26.4	8.9%	0.9
Cc1ccsc1/C=N/NC(=O)c1nnn(-c2nonc2N)c1CN(C)c1ccccc1	-11.0%	3.6%	4.9%	2.0	-23.1%	0.2	3.3	9.2%	-0.1
CCOC(=O)c1cc2c(=O)n3ccccc3nc2n(Cc2ccco2)c1=NC(=O)c1ccccc1OC	119.2%	16.9%[57.1 µM]	?	-1.8&-5.8	-6.8%&-16.4%	7.7&4.3	8.5	?	5.7&-0.8
CCOc1cccc2sc(N(CCCN(C)C)C(=O)c3ccc(S(=O)(=O)N(C)c4ccccc4)cc3)nc12	-2.2%	0.1%	3.4%	-0.9	-4.9%	0.4	4.9	-6.5%	0.3
CCN(CC)CCN(C(=O)c1ccc([N+](=O)[O-])cc1)c1nc2ccc(OC)cc2s1	-4.6%	-9.3%	2.9%	6.0	-17.2%	0.1	-8.9	11.3%	0.0

Quoted from the listing:
Cc1ccsc1/C=N/NC(=O)c1nnn(-c2nonc2N)c1CN(C)c1ccccc1 in D2 antag is listed with 3.3
COc1ccccc1CCNC(=O)C(=O)c1cn(CC(=O)N2CCCC2)c2ccccc12 in TrxR1 substrate is listed with -6.7%
